mIAP activ: mouse IAP activation; muIAP, CDP-Star luminescence, 30 min; stronger effect = higher value; 1 = vehicle-only enzyme signal, 0 = enzyme-free wells; actives 0.24% (n = 330,000); activation factor at 10 µM;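 active = activation factor of at least 2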; note: the source names both 10 and 20 µM as test concentration; values of inactives mirror those of a sister screen read the other way
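Assay system: mouse IAP enzyme; reagent: chemiluminescent substrate CDP-Star; dosing: test compounds delivered from DMSO solution; schedule: 30 min at room temperature; measured by: luminescence from enzymatic CDP-Star hydrolysis; controls: DMSO-only wells and no-enzyme negative control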
tim10-1 inh: growth inhibitors of tim10-1 mutant yeast. S. cerevisiae tim10-1 ts strain growth, BacTiter-Glo, 24 h. inhibition, % at 20 µM. actives 2.2% (n = 330,000);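 active = inhibition of at least 40%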;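 note: mutant grown at 25 °C; 0% = DMSO wells with yeast and 100% = wells holding no yeast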
TIM10 inh: inhibits growth of TIM10 yeast strain. S. cerevisiae TIM10 strain growth, BacTiter-Glo luminescence, 24 h. inhibition, % at 10 µM. actives 1.4% (n = 330,000). AID 463195;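 active = inhibition of 40% or more at the single tested concentration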;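 note: wild-type TIM10 isogenic control strain grown at permissive 25 °C; 0% = DMSO yeast wells and 100% = minimal medium wells without yeast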
A3A deaminase: human APOBEC3A DNA deaminase inhibition | recombinant A3A, FAM/TAMRA ssDNA deamination fluorescence | inhibition, % at 20 µM | actives 0.41% (n = 330,000) | AID 493011;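 active = at least 40% inhibition at 20 µM here, with at most 30% in a related deaminase screen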;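 note: plate controls were A3A with DMSO for no effect and wells lacking A3A enzyme for full effect; some results filed as inactive read as strong as hits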
Target sequence (P31941 whole entry, looked up): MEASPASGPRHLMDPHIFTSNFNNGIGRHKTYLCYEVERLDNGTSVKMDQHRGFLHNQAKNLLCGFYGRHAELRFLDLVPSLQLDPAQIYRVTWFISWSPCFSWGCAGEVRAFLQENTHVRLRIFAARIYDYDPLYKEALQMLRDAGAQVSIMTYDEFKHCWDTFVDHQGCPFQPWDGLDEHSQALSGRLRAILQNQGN
mIAP block: blocks mouse intestinal alkaline phosphatase; inhibition, % at 10 µM; purified mouse IAP, CDP-Star luminescence, 30 min; actives 0.2% (n = 330,000); AID 2806;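 active = inhibition of at least 40% at 10 µM in the primary screen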;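 note: plate controls were DMSO with enzyme for no effect and no enzyme wells for full effect; values of inactives mirror those of a sister screen read the other way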
MIN6 prolif: MIN6 beta-cell proliferation induction; proliferation, % at 10 µM; actives 0.29% (n = 330,000); MIN6 cells proliferation, ATPlite luminescence, 48 h; cells starved in 0.2% serum; 100% = growth in 10% serum;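 active = compounds whose signal lies at least 3.5 SD above the mean of all wells on their plate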;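 note: 0% = DMSO-treated cells in low-serum medium and 100% = 10% serum control; some compounds called inactive have numbers as strong as hits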
NALP3 yeast inh: inhibitors of NALP3 inflammasome in yeast. Yeast reconstituted NLRP3/ASC/caspase-1, beta-gal luminescence, 24 h. inhibition, % at 10 µM. actives 0.39% (n = 330,000);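 active = inhibition of 50% or more; inactive = inhibition below 50%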;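 note: plate controls were induced DMSO wells for no effect and uninduced yeast grown without galactose for full effect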
hIAP inh: blocks human intestinal alkaline phosphatase; P09923; actives 0.12% (n = 330,000); purified IAP, CDP-Star luminescence, 30 min; inhibition, % at 10 µM;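 active = inhibition reaching a set limit with compound at 10 µM in the primary screen, cut at about 35% in these data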;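 note: plate controls were DMSO wells with enzyme for no effect and no-enzyme buffer wells for full effect; values of inactives mirror those of a sister screen read the other way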
Target sequence (P09923 whole entry, looked up): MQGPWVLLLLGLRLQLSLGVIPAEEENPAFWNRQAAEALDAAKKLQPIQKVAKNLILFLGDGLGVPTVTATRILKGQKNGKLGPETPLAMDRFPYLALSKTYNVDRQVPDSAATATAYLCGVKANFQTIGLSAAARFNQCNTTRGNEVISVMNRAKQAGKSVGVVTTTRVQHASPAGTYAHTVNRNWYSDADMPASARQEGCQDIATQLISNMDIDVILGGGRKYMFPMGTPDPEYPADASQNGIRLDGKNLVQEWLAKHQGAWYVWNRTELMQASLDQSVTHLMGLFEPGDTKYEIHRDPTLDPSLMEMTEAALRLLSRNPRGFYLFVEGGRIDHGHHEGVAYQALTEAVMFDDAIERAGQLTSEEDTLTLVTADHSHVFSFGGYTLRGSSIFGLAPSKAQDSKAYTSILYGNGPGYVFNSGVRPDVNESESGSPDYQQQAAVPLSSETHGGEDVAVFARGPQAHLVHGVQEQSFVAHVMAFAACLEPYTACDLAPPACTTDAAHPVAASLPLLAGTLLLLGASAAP
APOBEC3G inh: inhibitors of human APOBEC3G DNA deaminase; actives 0.28% (n = 330,000); recombinant A3G, ssDNA deamination FAM/TAMRA fluorescence; inhibition, % at 20 µM;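 active = inhibition of at least 40% at 20 µM, with no more than 30% in the related APOBEC3A deaminase screen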;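 note: plate controls were DMSO wells with A3G for no effect and wells lacking A3G enzyme for full effect; some compounds called inactive have numbers as strong as hits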
Target sequence (Q9HC16 whole entry, looked up): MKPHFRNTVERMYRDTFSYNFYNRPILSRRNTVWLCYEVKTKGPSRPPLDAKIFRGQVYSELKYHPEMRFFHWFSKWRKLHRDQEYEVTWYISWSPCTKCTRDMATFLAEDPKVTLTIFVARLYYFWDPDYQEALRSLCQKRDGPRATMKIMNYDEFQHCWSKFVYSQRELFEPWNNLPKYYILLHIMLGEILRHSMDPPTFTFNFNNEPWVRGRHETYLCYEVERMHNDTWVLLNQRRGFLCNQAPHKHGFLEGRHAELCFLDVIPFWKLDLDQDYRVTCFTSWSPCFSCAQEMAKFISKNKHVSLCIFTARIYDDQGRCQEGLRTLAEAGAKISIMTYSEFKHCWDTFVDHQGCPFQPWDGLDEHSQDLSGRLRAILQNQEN
The depositor's hits bear a star; . = not tested or not shown. Outcome played no part in choosing rows. Share with any hit: about 4.6%.

SMILES	mIAP activ	tim10-1 inh	TIM10 inh	A3A deaminase	mIAP block	MIN6 prolif	NALP3 yeast inh	hIAP inh	APOBEC3G inh
CC(=O)Nc1ccc(NS(=O)(=O)c2cc(-c3cnc(C4CC4)o3)ccc2C)cc1	1	1	1	0	-3	-1	-5	-24	-3
Cc1ccc(-n2c(SCC(N)=O)nc3c(oc4ccccc43)c2=O)cc1	1.1	13	-21	1	-6	-5	3	10	-2
CC12C=CC3(CN(Cc4ccccc4)C(=O)C3C1C(=O)NCc1ccco1)O2 (stereo not drawn)	1.1	14	2	5	-10	-2	14	-2	6
O=C(O)COC(=O)C1C(c2ccccc2)C(C(=O)O)C1c1ccccc1 (stereo not drawn)	1	4	11	-4	-2	-2	8	10	-4
CN(Cc1ccco1)C(=O)C(Cc1ccccc1)NS(=O)(=O)c1ccc2c(c1)CCC(=O)N2 (stereo not drawn)	0.99	16	14	1	1	0	9	-1	-1
COc1cccc(CN2CCNC(=O)C2CC(=O)NCCCN2CCCC2=O)c1 (stereo not drawn)	1.1	-5	9	-6	-8	1	6	-32	-5
COc1cccc(Nc2nc(N)c([N+](=O)[O-])c(N3CCOCC3)n2)c1	1	14	11	1	-2	-2	14	11	-7
Cc1cccc(OCc2nnc(SCC(=O)N3CCc4ccccc43)n2C)c1	1	26	14	3	0	2	-9	3	0
COc1ccc(CN(C)Cc2ccccc2)c(OC)c1OC	1.1	-6	-2	-2	-7	-1	-9	5	-5
COc1ccc(/C(=N/O)C(C)(C)NO)cc1	1.1	19	13	-5	-7	-5	14	-18	-1
COC(=O)C1(CO)NC(c2ccc(C)cc2)C2C(=O)N(c3ccccc3)C(=O)C21 (stereo not drawn)	1	-4	2	2	-2	-3	14	-11	-1
CCOC(=O)C1=C(C)C/C(=N\NC(=O)c2ccccc2O)CC1	0.85	-1	6	-6	15	-3	-10	-8	0
CCOC(=O)c1sc(NC(=O)c2cc3ccccc3o2)nc1C	0.94	6	-31	-3	6	-4	13	-22	-3
COC(=O)Cn1nc(-c2ccccc2)c2ccccc21	0.95	26	24	1	5	-1	97*	20	-2
CCN1CCN(c2ccc(S(=O)(=O)N3CCOCC3)cc2NC(=O)c2cc(Cl)nc3ccccc23)CC1	0.91	-7	7	5	9	1	25	-5	-11
Cc1cc2nc3n(c2cc1C)CC1CC(C(=O)NCCC(C)C)N(C)C31 (stereo not drawn)	1	-6	-6	-3	-2	3	1	-2	0
Nc1cccnc1Sc1cccc(Cl)c1	1	41*	19	0	-2	-6	1	-8	16
CCCC(C)c1nnc(NC(=O)CN2C(=O)c3ccccc3C2=O)s1 (stereo not drawn)	1	-14	-9	-2	-5	-1	22	-8	0
C/C=C/C=C/C(=O)OC(C)C(=O)Nc1cc([N+](=O)[O-])ccc1OC (stereo not drawn)	1.1	19	-14	0	-10	0	12	-3	-2
CS(=O)(=O)N(CC(=O)N1CCCCCC1)c1ccc2c(c1)OCCO2	1.1	16	17	-7	-6	-3	17	-7	-9
O=C(CC1C(=O)NCCN1Cc1cccc(F)c1)NCCCN1CCCC1=O (stereo not drawn)	0.99	-18	4	-2	0	2	4	-2	-4
CC(C)(C)c1nnc(NS(C)(=O)=O)s1	1	-7	-4	-9	-1	-2	-1	-14	-8
CCC(C)N(C(=O)CSc1nc(C)c(C)c(C)c1C#N)C1CCS(=O)(=O)C1 (stereo not drawn)	1	8	6	0	-2	-1	17	-2	0
Cc1ccc(NS(=O)(=O)c2ccc3c(c2)oc(=O)n3C)cc1F	0.98	-1	0	-5	2	-1	8	-6	-10
Nc1ccc(-c2nnnn2-c2ccc(N)cc2)cc1	0.99	6	-5	-4	1	5.3*	20	8	-9

Entries of single compounds, quoted from the list. Order of values: mIAP activ	tim10-1 inh	TIM10 inh	A3A deaminase	mIAP block	MIN6 prolif	NALP3 yeast inh	hIAP inh	APOBEC3G inh
`COc1ccc(/C(=N/O)C(C)(C)NO)cc1` across the screens: 1.1	19	13	-5	-7	-5	14	-18	-1
`CS(=O)(=O)N(CC(=O)N1CCCCCC1)c1ccc2c(c1)OCCO2` across the screens: 1.1	16	17	-7	-6	-3	17	-7	-9

Later entries.
SMILES	mIAP activ	tim10-1 inh	TIM10 inh	A3A deaminase	mIAP block	MIN6 prolif	NALP3 yeast inh	hIAP inh	APOBEC3G inh
CC1CCC(C(C)C)C(OC(=O)COC(=O)c2cc(O)ccc2N)C1 (stereo not drawn)	0.93	25	27	-2	7	-3	-45	2	5
Cc1ccc(CNC(=O)C2=CCN(S(=O)(=O)c3ccc(C)cc3)CC2)cc1	0.91	24	13	-3	9	0	1	-1	-3
COc1cc(/C=C/c2ccc3cccc([N+](=O)[O-])c3n2)ccc1OCC(=O)O	1	8	-5	5	0	-1	4	9	-2
COc1cc(C(=O)N2c3ccccc3CCC2C)cc(OC)c1OC (stereo not drawn)	1.1	29	3	-1	-11	-1	22	-17	-5
Cc1ccc(S(=O)(=O)N2CCN(C(=O)COC(=O)c3ccccc3Cl)CC2)c(C)c1	0.95	23	8	-3	5	2	9	-1	-4
O=C(Nc1cc(F)ccc1F)C1CCCN(c2ncnc3c2nc2n3CCCCC2)C1 (stereo not drawn)	1	38	4	-1	0	-2	20	0	-2
O=C1COCC(=O)N1CCc1c[nH]c2ccccc12	1	-17	-11	-3	0	-1	8	-10	-5
COc1ccc(C(=O)NCCC(C)C)cc1S(=O)(=O)N1CCOCC1	1.1	7	-5	1	-8	-2	10	-12	-1
Cc1oc(-c2cccs2)[n+]([O-])c1C	0.91	15	-7	5	9	0	17	-4	2
CCN(CC)CCNC(=O)c1ccccc1C(=O)c1ncc[nH]1	1	-13	-9	0	-5	1	9	2	-10
Cc1cc(S(=O)(=O)Nc2ccccc2C(=O)O)ccc1Cl	0.96	6	-5	-1	4	0	9	2	-5
C[C@@H]1CCC(=O)N(C[C@@H](C)CSc2ccc(Br)cc2)CC1	0.96	12	12	2	4	-3	30	3	-2
COc1cccc(NC(=S)NC2CC3CCCC(C2)N3C2CCCC2)c1 (stereo not drawn)	1.3	-11	4	1	-30	0	1	-24	-4
O=C(Cc1ccccc1)NNC(=S)Nc1ccccc1	0.93	2	1	-4	7	0	7	-118	-7
NC(=O)C1CCN(C(c2ccccc2F)c2nnnn2Cc2ccco2)CC1 (stereo not drawn)	1	13	-6	0	-5	-1	-10	-2	0
COc1cccc(-c2nc3c(c(=O)[nH]c(=O)n3Cc3ccccc3)n2CCO)c1OC(F)F	0.96	16	-4	-3	4	0	-9	-9	1
O=C(N/N=C/C(Cl)=C/c1ccccc1)c1ccncc1	0.89	-14	9	7	12	-5	10	8	1
Cc1ccc(NC(=S)NNS(=O)(=O)c2ccc3ccccc3c2)cc1Cl	0.8	-15	-6	-3	20	-4	11	-22	-5
CC(C)c1ccc(O)c(NC(=O)c2cncc(Br)c2)c1	0.96	20	0	-1	4	-2	24	2	-6
N#CCCn1cc(C(=O)Nc2ccc(C(=O)O)cc2)c(-c2cc3ccccc3o2)n1	0.94	-11	-7	2	6	0	8	7	-1
O=C(O)[C@H](Cc1ccccc1)N1Cc2ccccc2C1=O	1.1	10	-3	-3	-13	0	9	0	-4
CN(C)C(=O)CCc1ccc2c3c([nH]c2c1)[C@]1(CCC2CCCC2)[C@@H](C(=O)N2CCOCC2)C[C@H](CC(=O)NCCC2=CCCCC2)C(=O)N1CC3	0.98	17	-1	-2	2	.	.	.	2
O=C(Nc1ccccc1)c1cccc2c(Br)cccc12	1	8	6	-4	0	2	7	-37	-1
CCOC(=O)c1c(C)c(C(=O)NCc2ccc(OC)cc2)c(C)n1C	0.99	29	1	-5	0	-3	4	-16	-3
Cc1cccc(-n2nc(C)c3c2NC2=C(C(=O)CCC2)C3c2ccccn2)c1 (stereo not drawn)	1.1	26	19	-2	-14	-2	-4	-10	4

Other entries follow:
SMILES	mIAP activ	tim10-1 inh	TIM10 inh	A3A deaminase	mIAP block	MIN6 prolif	NALP3 yeast inh	hIAP inh	APOBEC3G inh
CN1C(C(=O)NCc2cccc(C(F)(F)F)c2)CC2Cn3c(nc4cc(Cl)c(Cl)cc43)C21 (stereo not drawn)	1.1	20	3	1	-7	-3	12	0	-5
O=C(CCSc1nnc(-c2ccncc2)o1)Nc1ccccc1Cl	1	11	-1	-2	-2	-3	0	1	-5
COc1ccccc1S(=O)(=O)N1CCNC(=O)C1	1	8	-4	-4	-2	0	4	-7	-5
COc1cc(C(=O)NCC(=O)N2CCN(S(=O)(=O)c3cc(C)ccc3C)CC2)cc(OC)c1OC	0.98	12	15	4	2	-5	11	-21	-4
CCC(C)NCCCOc1ccc(Cl)cc1C(C)(C)C (stereo not drawn)	1	-3	-3	0	-4	1	18	-12	-1
Cc1cc(=O)oc2cc(OCC(=O)OCC(=O)Nc3ccc(C(N)=O)cc3)ccc12	0.85	-12	2	0	15	2	-8	-15	-5
CCn1cc(CNCc2cn[nH]c2-c2cc3ccccc3o2)cn1	0.98	-1	-2	1	2	1	9	-33	-6
COc1ccc(-c2c3c(nc4sc5c(Cl)nc(C)nc5c24)CCC3)cc1	0.9	-5	8	-4	10	-7	7	12	-6
COc1ccc2c(C)cc(N3CCN(c4ccc(F)cc4)CC3)nc2c1	1	37	6	-2	-4	-2	31	5	-1
Cc1c(OCC(=O)NCC2CCC(C(=O)O)CC2)ccc2c3c(c(=O)oc12)CCC3 (stereo not drawn)	0.9	-3	-6	20	10	-1	1	3	-7
Cc1ccc(C(=O)NNC(=O)c2cccc(S(=O)(=O)N3CCOCC3)c2)cc1	1.2	19	7	-4	-17	-2	20	-16	-2
Cc1ccc2[nH]c3c(c2c1)CN(C(=O)CN(C)CC1OCCO1)CC3	1	21	1	2	0	-1	-1	-2	0
Cc1nc2c(-c3ccc(Cl)cc3)cnn2c(N)c1-c1ccc(F)cc1	0.99	0	36	-1	1	-4	23	4	-1
O=C1NCCCc2nc(Oc3ccccc3)sc21	0.95	1	0	-2	5	0	-1	-1	-4
Cn1nccc1C(=O)N1CCN(c2cccc(Cl)c2)CC1	1	18	2	-8	-1	-1	15	7	3
COC(=O)c1ccc(NC(=O)Nc2ccc(C)cc2)cc1	2.1*	-27	-2	-1	-113	-1	36	-15	-5
Cc1ccc(CN2CCN(/N=C/c3cccs3)CC2)cc1	1	10	8	-4	-5	1	9	12	-12
N#CCc1ccc(NC(=O)c2ccc(S(=O)(=O)N3CCOCC3)cc2)cc1	0.99	0	8	-1	1	-3	-4	10	-3
CCC1ON(C(C)C)C2c3nc4ccccc4n3CC12 (stereo not drawn)	1	3	-4	-2	-4	-3	14	-19	-7
Cc1c(NC(=O)CC(O)(C(F)(F)F)C(F)(F)F)c(=O)n(-c2ccccc2)n1C	0.97	1	7	0	3	-3	11	3	-3
CCCCCC(=O)Nc1nc(C)c(-c2csc(Nc3ccccc3OC)n2)s1	0.89	24	18	-4	11	-8	13	-8	-5
COC(=O)c1nnn(-c2nonc2N)c1CSc1nnc(N)s1	1	-4	-15	0	-3	-1	0	-5	-3
Cc1cccn2c(=O)c3cc(S(=O)(=O)c4ccc(Br)cc4)c(=N)n(C4CCCC4)c3nc12	0.82	41*	-1	-6	18	3	2	17	-8
CCOC(=O)[C@H]1[C@H]2COc3cc(OC)ccc3[C@@H]2N2C(=O)CN(CCc3c[nH]c4ccccc34)C(=O)[C@@]12C	1	9	2	-3	0	-1	16	5	-4
CC(C)(C)c1ccc(C(=O)Nc2ccc(N3CCOCC3)cc2)cc1	1	14	7	-3	-5	-2	50	-37	-7
Oc1c(C(Nc2cccc(C(F)(F)F)c2)c2cccnc2)ccc2cccnc12 (stereo not drawn)	1	12	-5	-4	0	-6	13	-20	-6
O=C(O)c1ccc(COc2ccc(CO)cc2Cl)cc1	1	10	7	-4	-1	-1	8	-18	-4
